Screening data as filed in PubChem BioAssay.
LYP phosphatase: inhibitors of LYP phosphatase, biochemical, fluorescence intensity, uHTS (AID 1779); recombinant LYP phosphatase, fluorescence intensity; higher % means a stronger effect; one-dose inhibition, % at 11.5 µM; IC50 in µM for titrated hits; 290,000 compounds, 0.054% hits;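 note: plate controls were vehicle with enzyme for no effect and no enzyme for full effect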
ER stress rescue: protection against thapsigargin-triggered cell killing – 384-well, CSM14.1, ATP luminescence, primary screen (AID 1222). cellular ATP content (survival), % at 20 µM; hits with a dose series show EC50 in µM. 190,000 tested, under 10 active. CSM14.1 thapsigargin-induced death rescue, ATP luminescence; higher % means a stronger effect;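 active = EC50 below 50 µM in the dose-response confirmation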;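 note: death triggered by thapsigargin at about 15 µM added after 2 h compound pretreatment; cell ATP read after overnight thapsigargin exposure of roughly 18 to 22 hours; normalized against plate controls of thapsigargin alone and 5% DMSO vehicle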
XIAP displacement: small molecules displacing peptide from XIAP – biochemical, IAP family, fluorescence polarization (AID 1018); XIAP BIR domain, fluorescence polarization peptide displacement; higher % means a stronger effect; displacement, % at 20 µM, or IC50 in µM where a hit was titrated; 200,000 compounds, 0.007% hits; in the data active = displacement above about 50%; note: a part of the inactive calls stands beside numbers as strong as those of hits
P. falciparum M17LAP: P. falciparum M17LAP inhibitors, primary screen, biochemical, fluorogenic H-Leu-NHMec substrate, 1536-well (AID 1619); recombinant M17LAP, H-Leu-NHMec fluorogenic kinetic assay; higher % means a stronger effect; inhibition, % at 30 µM, or IC50 in µM where a hit was titrated; 220,000 compounds, 0.38% hits;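 active = compound inhibiting the enzyme by more than half at any dose during confirmatory dose-response retesting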;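 note: plate controls were full reaction with DMSO carrier for no effect and no enzyme background for full effect; strong numbers were not always called active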
Lipid droplet: modulators of hepatic lipid droplet formation; AML12 mouse hepatocytes, oleate lipid droplets, BODIPY imaging; AID 1656; 240,000 compounds, 0.4% hits; inhibition, % at 6.5 µM;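 active = lipid droplet intensity inhibited by at least 50%, with more than 500 cells counted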
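Assay system: AML12 hepatocytes (mouse); Probe or stimulus: oleic acid at 100 µM to induce lipid droplet formation; Dosing: compound at 6.5 µM only; Schedule: compound with oleate, overnight; Detection: fluorescence imaging, 20x objective, two fields per well; Measure: % inhibition of lipid droplet signal.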
M1AAP inhibition: malaria alanyl aminopeptidase activity blockers – biochemical, fluorogenic H-Leu-NHMec substrate, 1536-well (AID 1445); recombinant M1AAP, H-Leu-NHMec fluorogenic kinetic assay; higher % means a stronger effect; one-dose inhibition, % at 30 µM; IC50 in µM for titrated hits; 220,000 compounds, 0.42% hits;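 active = primary inhibition above the hit cutoff, then over 50% inhibition at one or more dose response concentrations, cut at about 23% in these data, passing the limit was not always enough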;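 note: plate controls were DMSO full reaction for no effect and no enzyme background for full effect; strong numbers were not always called active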
Siah-1 displacement: blockers of Siah-1 interaction with plectin peptide – biochemical, fluorescence polarization, rhodamine-plectin, uHTS, primary screen (AID 1817). Siah-1 / rhodamine-plectin peptide fluorescence polarization; higher % means a stronger effect. displacement, % at 20 µM; hits with a dose series show IC50 in µM. 290,000 compounds, 0.02% hits;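 active = displacement of at least 50% at 20 µM, with a fluorescence ratio check between 0.3 and a set limit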;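 note: plate controls were Siah plus tracer with DMSO for no effect and tracer alone without Siah for full effect; strong numbers were not always called active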
AID2073: inhibitors of Mint1-CaV2.2 protein interaction, biochemical, HTRF (AID 2073). HTRF protein-protein interaction, Mint1-CaV2.2; higher % means a stronger effect. inhibition, % at 20 µM; hits with a dose series show IC50 in µM. 290,000 compounds, 0.19% hits; in the data active = inhibition mostly above about 51%, no sharp cut-off; note: some results filed as inactive read as strong as hits
NOD2 inhibition: NOD2 signaling inhibitors, cell-based, luminescence, uHTS, HEK293 (AID 1566); HEK293 NOD2/NF-kB luciferase reporter, luminescence; higher % means a stronger effect; inhibition, % at 4 µM, or EC50 in µM where a hit was titrated; 290,000 compounds, 0.63% hits; note: many of its hits are not listed in these tables
Lipid droplet cells 6.5 µM: recorded beside Lipid droplet, whose call it bears; cell count; measured here: cell count, cytotoxicity flag;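 cells counted across two imaged fields per well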
An asterisk follows results filed as active; . = no result given. Cut-off read from the data, not from the text of the source, unless noted: active = inhibition above about 50%; inactive = the rest.

Results follow in this order: Lipid droplet	P. falciparum M17LAP	M1AAP inhibition	AID2073	NOD2 inhibition	Siah-1 displacement	LYP phosphatase	XIAP displacement	ER stress rescue	Lipid droplet cells 6.5 µM
1: COc1cccc(C(=O)O/N=C(\N)c2ccncc2)c1OC
→ -5	8%	3%	0%	-11%	4%	-5%	-4.0%	-0.8%	524
2: Clc1cccc(-c2sc(Nc3ccccc3)n[n+]2-c2ccccc2)c1Cl
→ .	.	.	-6%	7%	-1%	-9%	.	.	.
3: CCc1nc2cc(Cl)c(Cl)cc2[nH]1
→ 6	-14%	-4%	-2%	4%	-1%	-3%	-13%	-2.6%	743
4: Cc1scc(C(=O)N/N=C/c2ccsc2)c1C
→ -4	13%	4%	-10%	-60%	4%	-9%	-3.5%	-12%	659
5: CCOC(=O)C1(Cc2ccccc2)CCN(Cc2cn(CC(=O)OC)c3ccccc23)CC1
→ 6	-7%	3%	4%	8%	0%	-6%	-5.2%	-0.7%	652
6: O=C(C1CCCN(c2ncnc3c2nc2n3CCCCC2)C1)N1CCN(c2ccc(F)cc2)CC1 (stereo unspecified)
→ 4	.	.	1%	12%	-1%	-9%	.	.	700
7: O=C(N/N=C/c1cccc(Cl)c1Cl)Nc1ccccc1
→ -6	2%	-1%	4%	-54%	5%	-4%	-5.9%	-1.9%	682
8: COc1ccccc1Oc1ccc(NC(=O)c2ccccc2)cc1
→ 0	2%	3%	-1%	-7%	6%	-6%	-3.1%	-0.3%	731
9: Cc1ccc2nc3c(cc(C(=O)NC4CCCC4)c(=N)n3C3CCCCC3)c(=O)n2c1
→ 3	.	.	22%	16%	-2%	-62%	.	.	800
10: COc1cc(CNCc2ccco2)cc(OC)c1O
→ 4	.	.	2%	6%	-2%	-10%	.	.	803
11: Cc1cc2c(n1-c1ccc(Br)cc1)CC(C)(C)CC2=O
→ 13	0%	2%	-5%	4%	-4%	-1%	-0.8%	-0.2%	769
12: O=C(Nc1ccc(N2CCOCC2)c(Cl)c1)c1ccc(S(=O)(=O)N2CCOCC2)cc1
→ -2	.	.	14%	21%	-8%	-4%	.	.	830
13: O=C(Nn1cnnc1)c1ccccc1-c1ccccc1
→ -5	1%	-2%	-8%	4%	2%	-2%	-4.4%	.	600
14: Cc1ccc([N+](=O)[O-])cc1NC(=O)/C=C/C(=O)O
→ -7	-8%	-6%	-3%	19%	1%	-3%	.	.	700
15: COc1ccccc1CCC(=O)N(C)C1CCCN(Cc2ccccc2F)C1 (stereo unspecified)
→ -31	.	.	4%	-13%	4%	-3%	.	.	775
16: CCC(=O)N1CCN(c2ccc(NC(=O)c3ccc([N+](=O)[O-])o3)cc2)CC1
→ 4	7%	10%	15%	-6%	-8%	-1%	-2.3%	-4.3%	608
17: O=C(CSc1n[nH]c(-c2cccnc2)n1)Nc1ccccc1[N+](=O)[O-]
→ -1	.	.	2%	7%	10%	-7%	.	.	688
18: Cc1[nH][nH]c(=O)c1C(c1ccc(Cl)cc1)c1c(C)[nH][nH]c1=O
→ -1	.	.	4%	8%	16%	-8%	.	.	846
19: c1ccc(COc2cccc(CNCc3cccnc3)c2)cc1
→ -3	-1%	2%	-8%	10%	-2%	-9%	-2.3%	6.1%	667
20: Cc1ccc(S(=O)(=O)c2nnn(-c3cccc(F)c3)c2N)cc1
→ -4	0%	2%	8%	-8%	-12%	-6%	-7.4%	2.7%	667
21: Oc1ccc(/C=N/N(Cc2ccccc2)c2ccccc2)cc1
→ 7	-5%	11%	2%	-48%	14%	6%	-5.5%	11%	708
22: COc1ccc(S(=O)(=O)N2CCC(C(=O)NC3CCCCC3)CC2)cc1C
→ -8	.	.	-1%	-19%	1%	-3%	.	.	788
23: CN(C)CCN(C(=O)c1ccc(S(=O)(=O)N2CCc3ccccc32)cc1)c1nc2ccc(F)cc2s1
→ 8	.	.	11%	9%	2%	-3%	.	.	734
24: COc1cc(CNC(C)(C)CO)cc(Br)c1OCc1ccc(Cl)cc1Cl
→ 8	-5%	6%	-9%	3%	-3%	-8%	-1.8%	-0.2%	531
25: CCOC(=O)C1CCN(Cc2cccc(OC)c2)CC1
→ 4	14%	6%	-9%	1%	6%	-1%	-0.1%	-0.4%	777
26: CCCCc1nc2sc3c(=O)n(N)cnc3c2c2c1CCCC2
→ 16	-4%	-4%	9%	8%	11%	-10%	-0.1%	-2.4%	545
27: CC(NC(=O)c1ccccc1)C(=O)N/N=C/c1ccco1 (stereo unspecified)
→ -6	.	.	-2%	35%	-5%	-5%	.	.	823
28: CC(CS(=O)(=O)c1ccccc1[N+](=O)[O-])N1CCOCC1 (stereo unspecified)
→ -7	7%	8%	-2%	-12%	-2%	-6%	-2.9%	0.0%	736
29: O=C(CSc1nncs1)NC(=O)Nc1ccc2c(c1)OCCO2
→ 0	9%	-1%	-10%	-57%	4%	-6%	.	.	749
30: COc1ccc(S(=O)(=O)N2c3ccccc3OCC2C)cc1 (stereo unspecified)
→ 5	0%	0%	20%	-17%	-4%	8%	-5.0%	.	687
31: CCC1(CC)NC(=O)N(CC(=O)OCC(=O)NC(=O)c2ccccc2)C1=O
→ -9	-3%	-1%	13%	-7%	4%	-1%	-0.3%	.	711
32: COc1ccc(SCCN2CCN(CC(C)C)CCC2=O)cc1
→ 12	-6%	-1%	44%	-4%	-1%	-12%	.	.	795
33: CSc1ccc(CCNC(=O)CCc2nnc3ccc(N4CCCC4)nn23)cc1
→ 5	.	.	4%	9%	-1%	-10%	.	.	767
34: COc1ccc(C(=O)NCCCn2cccn2)cc1OC1CCN(C(C)=O)CC1
→ -12	.	.	-2%	-2%	-4%	-13%	.	.	825
35: COc1ccc(OC)c(NC(=O)NNC(=O)c2cc3occc3[nH]2)c1
→ 3	.	.	-4%	14%	1%	-8%	.	.	767
36: CCOc1ccc(Br)cc1C(=O)Nc1ccc(C(=O)NCC(C)C)cc1
→ 15	-2%	-2%	6%	12%	13%	-7%	-10%	-1.5%	731
37: O=C(Oc1c(Br)cc([N+](=O)[O-])cc1Br)c1cccnc1
→ -2	35%	8%	-1%	20%	8%	-1%	-1.7%	-1.7%	726
38: CCOc1ccc(OCC)c(NC(=O)CSc2nc3c(c(=O)n(C)c(=O)n3C)n2CC)c1
→ .	13%	17%	1%	22%	0%	-4%	-2.7%	-1.0%	.
39: COc1cc(/C=N/NC(=O)c2cccs2)ccc1O
→ -5	30%	11%	6%	-29%	1%	1%	.	.	734
40: CCCCc1c(C)nn(-c2nnc3c4ccccc4n(C)c3n2)c1C
→ .	11%	5%	22%	-13%	2%	-6%	-8.2%	-5.2%	.
41: CCn1c(SCC(N)=O)nc2sc3c(c2c1=O)CCN(C)C3
→ -26	2%	4%	-3%	20%	-13%	0%	.	.	710
42: COc1cc(CN2CCSCC2)c([N+](=O)[O-])cc1OC
→ -13	.	.	-33%	-5%	-1%	-8%	.	.	778
43: CC(=O)N(C)c1ccc(NCc2cc(=O)oc3cc(C)c(O)cc23)cc1
→ .	.	.	3%	7%	2%	-8%	.	.	.
44: COc1cc(C(=O)N/N=C2\CCS(=O)(=O)c3ccc(F)cc32)cc(OC)c1OC
→ 8	-10%	8%	14%	8%	6%	-5%	-2.3%	3.1%	624
45: Cc1cc(=O)oc2cc(OCC(=O)NCCN3CCOCC3)ccc12
→ -3	.	.	5%	18%	5%	-6%	.	.	648
46: Cc1nn(CC(=O)NCCN2CCOCC2)c(=O)c2cc3sccc3n12
→ -2	.	.	6%	10%	2%	-6%	.	.	720
47: C/C(=N\NC(=O)c1c(C)nc2ccccn12)c1ccc(C(C)(C)C)cc1
→ 10	.	.	12%	-17%	2%	-2%	.	.	778
48: N#Cc1nc(-c2ccco2)oc1NCc1ccc(F)cc1
→ -8	-4%	-1%	5%	-4%	5%	-14%	1.7%	-2.7%	723
49: CCOc1ccc(C(=O)NC2CCN(CC(=O)NCc3cccs3)CC2)cc1
→ -1	-7%	12%	11%	9%	16%	-8%	-11%	-1.6%	739
50: N#CC1(c2ccccc2)CCCN1C(=O)c1ccccc1Br (stereo unspecified)
→ 6	-4%	1%	1%	-1%	0%	-6%	-3.7%	-1.2%	742
51: COc1ccccc1C(=O)Nc1sc2c(c1C#N)CCC2
→ 6	.	.	10%	-7%	-1%	-10%	.	.	806
52: O=C(NCC(=O)N1CCN(c2ccccn2)CC1)c1ccc(Br)o1
→ 1	.	.	10%	10%	-4%	-10%	.	.	824
53: N=c1n(CCN2CCCC2)c2ccccc2n1CC(O)c1ccco1 (stereo unspecified)
→ -8	8%	1%	3%	19%	9%	-5%	-2.9%	4.8%	776
54: Cc1ccc(Nc2nc(C(=O)N3CCC(C(=O)NC(C)C)CC3)cs2)cc1
→ -17	-1%	0%	45%	24%	-3%	-3%	.	.	710
55: Cc1sc2c(c1C)c(=O)n(-c1ccc(Cl)cc1)c(=O)n2Cc1cc(=O)n2ccccc2n1
→ -6	-11%	2%	8%	15%	12%	3%	-3.8%	-0.5%	720
56: CC(Sc1ccccc1)C(=O)NN=C1CCN(C)CC1 (stereo unspecified)
→ 2	8%	5%	-3%	3%	10%	-5%	-1.9%	-0.2%	661
57: Cc1cc(NC(=O)CN2C(=O)NC(C)(CCc3ccccc3)C2=O)no1 (stereo unspecified)
→ -7	0%	-2%	-3%	13%	3%	-6%	-14%	-1.3%	687
58: CC(=O)Nc1nc2ccc(C(=O)NC3CCCCC3)cc2s1
→ -4	6%	-2%	-5%	22%	-2%	-7%	-11%	-2.0%	746
59: CC(C)(C)C(=O)O/N=C(\N)c1c(Cl)cccc1Cl
→ -4	0%	-4%	5%	1%	0%	-5%	.	.	728
60: CN(NC(=O)C1CC(=O)N(c2ccccc2)C1)C1=NS(=O)(=O)c2ccccc21 (stereo unspecified)
→ 1	8%	13%	0%	3%	0%	-2%	-9.9%	3.2%	712

(list continues)
Results follow in this order: Lipid droplet	P. falciparum M17LAP	M1AAP inhibition	AID2073	NOD2 inhibition	Siah-1 displacement	LYP phosphatase	XIAP displacement	ER stress rescue	Lipid droplet cells 6.5 µM
61: COc1ccc(C)cc1NC(=O)C(OC(=O)C1CC1)c1ccccc1 (stereo unspecified)
→ 4	-1%	4%	2%	16%	1%	0%	-2.9%	1.5%	631
62: O=C(NCC1CCN(Cc2ccc(F)cc2)CC1)Nc1cc(F)ccc1F
→ -3	.	.	5%	-22%	1%	1%	.	.	808
63: COc1ccc(CCNC(=O)CSc2nnc(CNC(=O)c3ccco3)o2)cc1OC
→ .	5%	4%	-4%	8%	-1%	2%	-4.7%	-2.1%	.
64: O=C(NNc1ccc([N+](=O)[O-])cc1)C12CC3CC(CC(C3)C1)C2
→ .	8%	8%	-10%	0%	1%	-9%	-3.2%	0.3%	.
65: Cc1nn(Cc2ccccc2)c(N)c1C#N
→ .	-1%	-2%	-7%	6%	-1%	-13%	-6.9%	-2.5%	.

Some of the compounds tested; rates above refer to the full screens.
